SUMO1-SIM PPI: SUMO1-SIM interaction modulation | SUMO1 binding to a labelled peptide, TR-FRET, 1 h | inhibition, % at 20 µM | actives 0.33% (n = 360,000) | AID 602429; in the data active = inhibition above about 37%
Target sequence (P63165 whole entry, looked up): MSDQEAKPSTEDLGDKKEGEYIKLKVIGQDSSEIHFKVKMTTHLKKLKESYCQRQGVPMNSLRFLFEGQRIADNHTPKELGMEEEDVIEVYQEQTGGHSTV
Scp1 inh: inhibitors of human Scp-1 phosphatase; Q9GZU7; Recombinant Scp1, phosphopeptide, malachite green phosphate absorbance; inhibition, % at 20 µM; actives 0.88% (n = 340,000); AID 493091;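 active = inhibition above about 50% at 20 µM, limit read from the data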;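 also: plate controls were DMSO wells with enzyme for no effect and wells lacking enzyme for full effect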
Target sequence (Q9GZU7 76-261 limits assumed): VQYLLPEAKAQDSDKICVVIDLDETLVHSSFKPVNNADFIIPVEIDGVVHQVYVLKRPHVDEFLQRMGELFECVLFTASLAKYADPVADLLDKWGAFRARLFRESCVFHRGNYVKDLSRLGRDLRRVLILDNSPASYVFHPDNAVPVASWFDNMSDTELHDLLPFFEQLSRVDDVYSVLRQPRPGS
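assay system = SCP-1 phosphatase catalytic domain, residues 76-261 | buffer or medium = 50 mM Tris acetate pH 5.5, 0.005% Tween-20, 10 mM MgCl2 | incubation = enzyme reaction 45 min at room temperature, colour 5 min, stabilisation 30 min | signal = Phosphate-binding colour reagent, absorbance read at 630 nm | measure = % inhibition at 20 µM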
DNMT1 inh: DNMT1 (human) enzyme inhibition; DNMT1 molecular beacon, Hinp1I cleavage, fluorescence; inhibition (reported as % activation of signal), % at 10 µM; actives 0.83% (n = 360,000); AID 588458; in the data active = inhibition above about 50%
NRP1-CendR mod: alters CendR peptide binding to human NRP-1; O14786; FAM-RPARPAR peptide binding to NRP-1, fluorescence polarization; inhibition, % at 25 µM; actives 0.85% (n = 360,000); AID 602438;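 active = inhibition or corrected inhibition above about 18%, plus a signal ratio from 0.5 to 1.5, limit read from the data, passing the limit was not always enough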; also: strong numbers were not always called active
STEP inh: blocks human striatal-enriched tyrosine phosphatase. P54829. recombinant STEP, OMFP fluorogenic substrate, fluorescence. inhibition, % at 20 µM. actives 0.25% (n = 360,000);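 active = inhibition at 20 µM, scaled per plate between control wells, above about 37%, limit read from the data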;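 also: 0% = DMSO with enzyme and substrate and 100% = substrate only without enzyme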
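System: isolated STEP enzyme; schedule: 20 min enzyme reaction at room temperature, protected from light; medium: Bis-Tris buffer pH 6.0, 2.5 mM DTT, 0.005% Tween 20; signal: fluorescence, 480/540 nm; dosing: single compound dose of 20 µM, 1% DMSO final; also added: OMFP substrate, 25 µM final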
NadD inh: blocks S. aureus nicotinate mononucleotide adenylyltransferase; actives 0.78% (n = 360,000); purified NadD enzyme, colorimetric absorbance read-out; inhibition, % at 20 µM; AID 602399; in the data active = inhibition above about 26%; also: some compounds past the cut are filed as inactive
Neddylation inh: inhibitors of human cullin neddylation | P61081+Q13564 | calls only at 25 µM | TR-FRET cullin neddylation, biochemical | AID 651699 | actives 0.58% (n = 360,000); in the data active = inhibition above about 36%
LMPTP block: LMPTP (human) inhibition; P24666; recombinant LMPTP-A, OMFP fluorogenic substrate, fluorescence intensity; inhibition, % at 20 µM; actives 0.22% (n = 360,000);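 active = compounds that cut the enzyme signal by at least half of the control window in the single-dose screen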;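 also: plate controls were DMSO wells with enzyme plus substrate for no effect and substrate without enzyme for full effect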
Target sequence (P24666 whole entry, looked up): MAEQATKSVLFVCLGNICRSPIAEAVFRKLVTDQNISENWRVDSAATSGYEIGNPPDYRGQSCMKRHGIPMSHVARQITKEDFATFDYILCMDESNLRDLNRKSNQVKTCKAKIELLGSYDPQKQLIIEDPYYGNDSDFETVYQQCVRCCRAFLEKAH
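material = LMPTP-A | quantity = 0.625 nM enzyme | reagent = OMFP substrate, 400 µM final | buffer or medium = Bis-Tris pH 6.0, DTT, detergent | detection = endpoint fluorescence intensity from OMFP dephosphorylation | dosing = single 20 µM dose | read-out basis = % inhibition relative to no-enzyme and uninhibited control wells | control set = no-enzyme and uninhibited controls | timing = 50 min at room temperature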
SKN-1 block: inhibitors of C. elegans SKN-1 | C. elegans VP596 Pgst-4::GFP/RFP ratio, acrylamide-induced, 24 h | inhibition, % at 21.8 µM | actives 0.49% (n = 360,000);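 active = interference check ratio from 0.5 to 1.5 plus GFP to RFP signal ratio inhibition reaching or exceeding a fixed threshold, cut at about 30% in these data, passing the limit was not always enough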; also: some compounds called inactive have numbers as strong as hits
TbMetRS inhib: Trypanosoma brucei MetRS inhibition. purified T. brucei MetRS, ATP depletion, Kinase-Glo luminescence. inhibition, % at 11.9 µM. actives 0.4% (n = 360,000). AID 624268;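 active = inhibition above a per-plate cutoff of the control wells' mean inhibition plus 3 SD, cut at about 5.5% in these data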;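 also: 0% = DMSO wells median and 100% = median of wells with control inhibitor compound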
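Measured by: Kinase-Glo luciferase luminescence reporting remaining unconsumed ATP. Material: purified T. brucei MetRS enzyme. Doses: 11.9 µM compound single dose, 0.9% DMSO. Medium: HEPES buffer containing pyrophosphatase, BSA, spermine, DTT. Times: 15 min preincubation, 2 h reaction, all 25 °C. Reagent: methionine, ATP and bulk E. coli tRNA.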
Active calls of the source: *; i = inactive; · = no result given.

Order of results: SUMO1-SIM PPI	Scp1 inh	DNMT1 inh	NRP1-CendR mod	STEP inh	NadD inh	Neddylation inh	LMPTP block	SKN-1 block	TbMetRS inhib
- CC(=O)Nc1ccc(S(=O)(=O)Nc2nc3ccccc3nc2-n2ccc(=NC(=O)c3ccc(F)cc3)cc2)cc1
    -86	9	-1	-83	-2	12	i	0.0	-11	-0.5
- S=C(Nc1ccccc1Cl)N1CCOCC1
    4	-3	3	0	1	-2	i	-0.2	-3	0.3
- Cc1cccc(C(=O)OCC(=O)NCC(C)C)c1O
    -2	-1	-1	2	-4	-4	i	-1.5	10	0.0
- CCN1CCN(C(CC(C)C)c2nnnn2CS(=O)(=O)c2ccc(C)cc2)CC1 (stereo not drawn)
    -3	-1	-1	9	3	-8	i	-2.5	7	0.0
- COc1ccc(N2CCN(C(=O)CNC(=O)c3cccc(Br)c3)CC2)cc1
    1	-3	0	7	0	-4	i	-1.6	-1	-0.3
- CCOC(=O)[C@@H]1[C@H]2COc3ccc(Br)cc3[C@@H]2N2C(=O)N(c3ccccc3)C(=O)[C@]12C
    0	-11	-1	15	3	-13	i	-2.0	9	-0.5
- Cc1ccsc1/C=N/NC(=O)C1CC(=O)N(c2ccc(F)cc2)C1 (stereo not drawn)
    -11	-2	0	-2	2	-2	i	-2.0	-4	-0.7
- Cc1cccc(NC(=O)/C(C#N)=C/c2ccc(F)cc2)n1
    -1	-10	-2	2	-5	-2	i	-0.9	5	-0.6
- CC(C)(C)NC(=O)C(c1ccc(-c2ccccc2)cc1)N(C[C@H]1CC[C@@H]([C@@H]2CC[C@H](CO)O2)O1)C(=O)c1ccc(-c2ccccc2)cc1 (stereo partly drawn)
    4	-1	-27	4	0	10	i	10	5	0.1
- CCOC(=O)c1nn(-c2ccc(Cl)cc2)c(C)cc1=O
    1	-13	-2	5	-4	0	i	-1.4	13	-0.6
- CCOc1cc(N2CCOCC2)c(OCC)cc1NC(=O)CN1C(=O)NC(C)(C2CC2)C1=O (stereo not drawn)
    0	-1	-3	7	-2	-4	i	0.8	9	-0.3
- CN(C)c1ccc(CC2C(=O)Nc3ccccc32)cc1 (stereo not drawn)
    -8	-14	-7	22	0	0	i	0.1	-2	-1.0
- C[C@@H]1CN([C@@H](C)CO)C(=O)c2cccc(NS(=O)(=O)c3cccs3)c2O[C@H]1CN(C)Cc1ccc(C(F)(F)F)cc1
    0	-2	-9	-1	5	-2	i	-1.8	5	-0.2
- O=C(NCC1CCCO1)c1ccc2c(=O)n(-c3ccc(F)cc3)c(=S)[nH]c2c1 (stereo not drawn)
    0	-2	4	11	-2	-5	i	-0.3	-6	-0.6
- COc1ccc(C2C(C(=O)O)CC(=O)N2C2CCCCC2)cc1 (stereo not drawn)
    0	-6	1	4	0	3	i	-1.5	-9	-0.2

Among those listed so far, 2 contain an aryl methoxy group.
Order of results: SUMO1-SIM PPI	Scp1 inh	DNMT1 inh	NRP1-CendR mod	STEP inh	NadD inh	Neddylation inh	LMPTP block	SKN-1 block	TbMetRS inhib
- COc1ccc(N2CCN(C(=O)CNC(=O)c3cccc(Br)c3)CC2)cc1
    1	-3	0	7	0	-4	i	-1.6	-1	-0.3
- COc1ccc(C2C(C(=O)O)CC(=O)N2C2CCCCC2)cc1 (stereo not drawn)
    0	-6	1	4	0	3	i	-1.5	-9	-0.2

(cont.)
Order of results: SUMO1-SIM PPI	Scp1 inh	DNMT1 inh	NRP1-CendR mod	STEP inh	NadD inh	Neddylation inh	LMPTP block	SKN-1 block	TbMetRS inhib
- CCCN1CCc2c(sc3nc(SCC)n(-c4ccccc4)c(=O)c23)C1
    -11	-3	3	-30	1	11	i	1.1	1	-1.4
- CCOC(=O)Nc1cccc(NC(=O)c2ccccc2F)c1
    0	-11	1	3	-4	5	i	0.2	-3	0.2
- O=C(NNc1c(F)c(F)cc(F)c1F)c1ccc(Cl)nc1
    -1	-5	1	5	3	-2	i	-1.7	-5	0.2
- C[C@H](CO)N1C[C@H](C)[C@@H](CN(C)C(=O)Nc2ccnc(N3CCOCC3)c2)OCc2cnnn2CCCC1=O
    6	·	-1	-12	1	-6	i	-3.0	-1	0.3
- O=C(c1ccc(F)cc1F)N1CCN(S(=O)(=O)c2ccc3c(c2)OCCO3)CC1
    2	22	2	10	-2	1	i	-0.3	-25	-0.3
- CCCNS(=O)(=O)c1ccc(CCC(=O)NCCc2ccc(OC)c(OC)c2)cc1
    0	-3	1	5	1	-8	i	-1.2	-2	-0.7
- CCCC(C)C(=O)Nc1ncc(S(=O)(=O)c2ccc([N+](=O)[O-])cc2)s1 (stereo not drawn)
    -26	-4	-3	3	0	-2	i	3.3	-12	1.8
- NC(=O)C1(NC(=O)[C@@H]2CC3(CC(c4cccc(NC(=O)[C@@H]5CCC(=O)N5)c4)=NO3)CN2C(=O)c2ccccc2)CC1 (stereo partly drawn)
    1	0	-2	3	-3	-7	i	-2.0	18	-0.3
- CCOC(=O)CC1Sc2ccccc2NC1=O (stereo not drawn)
    0	-10	2	1	-3	-6	i	-0.4	-9	-0.2
- CCN(CC)C(=O)Oc1nnc(SC(C)C)n1-c1ccc(Cl)cc1
    -3	0	-2	-11	1	-5	i	-0.5	-3	0.3
- CCO[C@@H]1OC(C(=O)N2CCN(Cc3ccccc3)CC2)=C[C@H](c2ccccc2)[C@H]1CCCO
    0	-11	3	14	-2	-1	i	0.4	2	-0.5
- CC(=O)c1ccc(NC(=O)c2noc3c2CCC3)cc1
    5	62*	42	7	1	-6	i	1.3	12	-0.3
- CCCCn1c2ccc(F)cc2c2nnc(SCCN3CCCCC3)nc21
    -15	-8	3	-10	-4	-3	i	2.4	0	-0.2
- Cc1ncc([N+](=O)[O-])n1S(=O)(=O)c1ccc2c(c1)OCCO2
    1	-5	0	2	-2	4	i	-0.5	-4	-0.4
- Cn1nc(C(C)(C)C)cc1C(=O)N1CCCCC1c1cc(C(=O)Nc2ccc(F)c(Cl)c2)no1 (stereo not drawn)
    0	·	1	-2	0	0	i	1.0	17	0.3
- NC(N)=N/N=C/c1ccccc1
    -7	3	1	8	-2	-3	i	0.1	2	-1.0
- Cc1ccc(C(=O)OCC(=O)Nc2ccccc2C(F)(F)F)cc1S(=O)(=O)N1CCOCC1
    0	3	4	-1	0	-1	i	-1.5	-28	-1.0
- C/C(=N\NC(=O)COc1cc(C)cc(C)c1)c1ccc(N2CCOCC2)cc1
    2	-3	-1	-2	0	-3	i	0.2	0	-1.0
- CC(=O)c1ccc2c(c1)N(Cc1ccc3ccccc3c1)C(=O)C(C)S2 (stereo not drawn)
    0	·	-4	4	3	-4	i	4.1	-13	-0.3
- C#CCOc1ccccc1C(N)=O
    -1	-3	4	9	-2	-7	i	0.4	-3	-0.1
- CC1(C)Cc2cccc(OCC(=O)OCc3nnc(-c4ccccc4)o3)c2O1
    4	-4	3	6	0	-4	i	0.2	7	-0.1
- O=C(c1ccc(NS(=O)(=O)c2ccc(F)cc2)cc1)N1CCN(c2ccccc2O)CC1
    7	-5	-7	-4	-2	7	i	0.9	-7	0.1
- COc1ccccc1C(=O)Nc1ccc2nc3n(c(=O)c2c1)CCCC3
    9	-1	1	8	1	2	i	-0.8	25	1.5
- CC(C)N1CC(C(=O)Nc2cc(Cl)cc(Cl)c2)CC1=O (stereo not drawn)
    2	-2	-3	-2	0	5	i	-0.7	6	2.0
- Cc1nnc(SCc2ccccc2Cl)n(N)c1=O
    3	-4	0	4	8	-5	i	-1.0	-4	-0.5
- CCC1(CC)NC(=O)N(CC(=O)OCC(=O)NC(=O)c2ccccc2OC)C1=O
    2	-7	3	-4	-3	-1	i	-1.3	0	-0.5
- O=C(CN1C(=O)CSc2ncccc21)Nc1cccc(Cl)c1
    3	13	1	-12	-3	-2	i	-1.8	-22	2.8
- c1ccc(CCNc2nnnn2-c2ccccc2)cc1
    8	-2	2	4	-2	-6	i	0.6	37*	-0.6
- Cc1noc(C)c1CSc1nnc2ccccn12
    -7	14	1	-13	0	-1	·	-1.7	8	0.2
- CN1c2ccccc2-c2nc3ccccc3n2C1c1ccccn1 (stereo not drawn)
    1	-3	-3	4	1	2	·	1.7	23	-0.6
- CC(C)(C)c1ccc(C(=O)N2CCN(CCNC(=O)C(=O)Nc3ccc(F)cc3)CC2)cc1
    -2	-5	1	16	0	0	i	0.6	-6	0.1
- CC(Oc1ccc2c3c(c(=O)oc2c1)CCCC3)C(=O)NC1CC(C)(C)NC(C)(C)C1 (stereo not drawn)
    -1	-7	1	11	-1	-5	·	0.4	-6	-0.4
- CC(NC(=O)c1cccs1)C(=O)NC1=NCCS1 (stereo not drawn)
    -1	0	4	8	-4	4	i	-0.7	1	-0.6
- CCOc1cccc2cc(-c3csc(NC(=O)CCC(=O)N4CCC(C)CC4)n3)c(=O)oc12
    0	-6	-20	8	-4	18	i	0.3	22	-0.8
- Cc1ccc(-c2csc(NC(=O)c3cccc(C)c3)c2C(=O)O)cc1
    19	-13	2	-19	0	-2	i	-0.1	11	-0.1
- COCCNC(=O)CN(C(=O)CCC(=O)Nc1nccs1)c1ccccc1OC
    -2	-9	6	-2	1	2	i	-2.0	4	-1.3
- Cc1c(Br)cccc1NC(=O)c1sccc1-n1cccc1
    2	-3	-1	0	5	-9	i	2.7	0	-0.2

Source: PubChem (several laboratories)
